E-selectin induc: E-selectin induction on HUVECs; activation, % at 7.58 µM; 0.37% of 260,000 active; AID 686992; HUVEC E-selectin immunofluorescence imaging; normalized: neutral wells 0, TNF-alpha wells 100; P16581;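 active = mean E-selectin-positive cell signal at least 10% of the positive control, reached in at least 60% of replicates, without over 20% cell loss; inconclusive = no rule given, readout overlaps actives, possibly toxicity-flagged; inactive = the rest, including those meeting only one limit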;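 note: in these data hits start at about 27%; measured in HUVEC primary endothelial cells; signal is the percent of cells scored E-selectin positive by PE staining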
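Assay system: HUVEC, human umbilical vein endothelial cells / Amount: 3,000 HUVEC/well / Controls: TNF-alpha positive control, DMSO neutral control / Compound dosing: single concentration / Medium: EGM-2 over gelatin coat / Evaluation: percent E-selectin-positive cells / Signal: immunofluorescence imaging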
CFTR F508del cor: CFTR F508del correction in bronchial cells; CFBE cells, YFP halide quenching; stimulated with forskolin plus potentiator P3; % fluorescence drop versus neutral controls; activity (quench increase), % at 7.58 µM; 0.36% of 350,000 active; AID 720511;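 active = mean added fluorescence quench of at least 8% versus neutral control, with both replicates also reaching 8%; inconclusive = only one of the mean or replicate conditions met; inactive = mean below 8% and not both replicates reaching 8%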;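 note: cells transiently co-express mutant CFTR-F508del with the halide-sensitive YFP; corrector assay measuring rescue of mutant channel to the surface after 24 h compound exposure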
RAD52 inh: inhibitors of human RAD52 DNA annealing; recombinant RAD52 DNA annealing, FRET fluorescence; inhibition, % at 18.7 µM; 0.46% of 360,000 active;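 active = every replicate showing at least 50% inhibition; inconclusive = mean inhibition at least 50% but not in every replicate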
INS-1E GSIS act: GLuc luminescence reporter in INS-1E cells, primary screen for activators of glucose-dependent secretion of insulin; INS-1E GLuc reporter insulin secretion, 2-3 h; activation, % at 16.6 µM; 0.61% of 370,000 active;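 active = lowest replicate activation of at least 40%, so every replicate reaches that level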;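 note: 0% = median of neutral control wells and 100% = median of IBMX positive control wells; some compounds called inactive have numbers as strong as hits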
RAD54 branch: blocks human RAD54 Holliday junction branch migration; Q92698; FAM/BHQ fluorescence; inhibition, % at 10.4 µM; 0.14% of 360,000 active;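 active = mean normalized replicate activity at least 40 and at least half of replicates scoring 40 or more; inconclusive = only one of the two criteria met; inactive = mean below 40 and under half of replicates reaching 40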;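 note: 0% = median of neutral control wells and 100% = median of positive control wells; inhibitors cause a drop in the FAM fluorescence signal; in these data hits start at about 50%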
Target sequence (Q92698 whole entry, looked up): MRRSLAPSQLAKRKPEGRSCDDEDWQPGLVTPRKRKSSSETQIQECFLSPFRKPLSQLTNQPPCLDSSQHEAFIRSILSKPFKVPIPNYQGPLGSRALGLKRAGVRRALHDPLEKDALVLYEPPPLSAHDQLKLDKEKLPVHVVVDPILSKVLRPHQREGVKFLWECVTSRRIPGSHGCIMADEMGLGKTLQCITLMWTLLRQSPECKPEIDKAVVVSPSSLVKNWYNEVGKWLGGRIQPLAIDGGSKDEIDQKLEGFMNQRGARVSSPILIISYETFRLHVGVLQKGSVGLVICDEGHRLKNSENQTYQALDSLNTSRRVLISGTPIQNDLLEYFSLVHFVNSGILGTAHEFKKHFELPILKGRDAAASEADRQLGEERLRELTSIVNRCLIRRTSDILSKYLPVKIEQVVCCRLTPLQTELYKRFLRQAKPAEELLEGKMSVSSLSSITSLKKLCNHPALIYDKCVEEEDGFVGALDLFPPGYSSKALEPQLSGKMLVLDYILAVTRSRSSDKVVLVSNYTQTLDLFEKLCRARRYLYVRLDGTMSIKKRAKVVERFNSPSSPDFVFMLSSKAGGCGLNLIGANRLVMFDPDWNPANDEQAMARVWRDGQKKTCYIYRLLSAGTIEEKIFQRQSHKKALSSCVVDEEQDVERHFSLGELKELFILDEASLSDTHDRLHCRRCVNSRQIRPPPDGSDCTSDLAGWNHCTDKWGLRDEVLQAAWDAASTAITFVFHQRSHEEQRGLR
Casp6 inh: inhibitors of human caspase-6. purified caspase-6, Z-VEID-R110 cleavage fluorescence. inhibition, % at 12.5 µM. 0.53% of 350,000 active. AID 686996;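 active = mean inhibition across replicates at least about 35%, with every replicate also reaching that limit, limit read from the data; inconclusive = only one of the two criteria met; inactive = neither criterion met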;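 note: 0% = median of neutral control wells and 100% = no fluorescence left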
DENV2 CPE rescue: inhibitors of DENV2 cytopathic effect; 1.7% of 350,000 active; AID 651640; CPE inhibition, % at 9.99 µM; DENV2-infected cells, cytopathic effect rescue, plate reader; in the data active = CPE inhibition above about 20%, passing the limit was not always enough; inconclusive = no clear call, values can overlap the other calls; tested in BHK-21 cells;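 note: 0% = median of neutral control wells and 100% = median of positive control wells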
Xi reactivation: reactivates the inactive X chromosome in mouse fibroblasts. XiGFP mouse fibroblasts, % GFP-positive cells imaging, 3 d; cells co-treated with 5-aza-dC sensitizer; scaled so ellipticine positive control = 100%. activation, % at 7.58 µM. 0.055% of 360,000 active;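 active = mean normalized replicate activation at least 10% and every replicate at or above 10%; inconclusive = only one of the two criteria met; inactive = mean below 10% and not all replicates reach 10%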;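 note: 0% = median of on-plate neutral control wells and 100% = ellipticine 6 µM median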
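System: 68-5-11 XiGFP fibroblast line; Timing: 3 days compound exposure; Compound dosing: one concentration, pinned; Benchmarks: positive control ellipticine, 6 µM final; Buffer or medium: DMEM containing 5-aza-dC.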
Active calls of the source: *; ? = inconclusive; . = not tested or not shown; & = joins results of further samples.

SMILES	E-selectin induc	CFTR F508del cor	RAD52 inh	INS-1E GSIS act	RAD54 branch	Casp6 inh	DENV2 CPE rescue	Xi reactivation
CCCN(C)C[C@H]1OCCCC[C@@H](C)Oc2ccc(NC(=O)Nc3ccccc3)cc2C(=O)N([C@@H](C)CO)C[C@H]1C	-0.3	-0.5	39.0	-5.4	-7.6	-0.7	2.6	0.4
C[C@H](CO)N1C[C@H](C)[C@@H](CN(C)C(=O)Nc2ccc(C(F)(F)F)cc2)Oc2c(NC(=O)Nc3ccc(C(F)(F)F)cc3)cccc2C1=O	0.2&0.2	4.5&6.7	-12.9&0.7	-28.0&-11.8	4.8	-1.5&-0.5	-1.0&-7.8	-0.3&1.2
CC(C)(C)OC(=O)NCCC(=O)N/N=C/c1ccc2nccnc2c1	0.0	-1.7	0.0	3.1	-15.1	1.7	1.5	0.0
CNC[C@H]1Oc2c(NC(=O)Nc3ccc(C(F)(F)F)cc3)cccc2C(=O)N([C@@H](C)CO)C[C@@H]1C	0.0	1.8	-0.5	-11.8	-7.9	1.3	-2.9	-0.3
O=C(O)/C(=C\c1ccco1)NC(=O)c1ccco1	0.0	-0.5	-19.0	9.7	-9.3	21.5	-4.7	0.2
C[C@H]1CN([C@@H](C)CO)C(=O)c2cc(C#CC3CCCC3)cnc2O[C@@H]1CN(C)S(=O)(=O)c1cccc(F)c1	0.1	-2.3	-1.7	-27.3	-2.9	0.1	18.8	7.0
COc1ccccc1-n1c(=S)[nH]c2c(sc(=S)n2-c2ccccc2)c1=O	.	-0.2	-7.7	6.7	.	0.4	8.9	0.0
CCN1CCN(C(=O)C2CCN(S(=O)(=O)c3ccc4c(c3)NC(=O)C(C)S4)CC2)CC1 (stereo not given)	.	-1.3	-3.1	14.3	-11.8	-5.3	-3.8	0.4
COc1ccc(NC(=O)CSc2nnc(Cn3c(=O)sc4ccccc43)n2C)cc1	1.2	2.2	2.5	11.5	5.6	-2.7	-0.6	0.4
Cc1cc(Cl)ccc1OCC(=O)NC(=S)Nc1ccccc1N1CCOCC1	0.1	.	3.2	.	.	-0.7	5.9	-0.1
N#Cc1ccc(OCC(O)CN2CCN(c3ncc(C(F)(F)F)cc3Cl)CC2)cc1 (stereo not given)	0.0	5.1	-13.8	-22.9	-0.2	3.7	2.4	-0.1
COCC(=O)Nc1ccc2c(c1)C(=O)N(C)C[C@H](OC)[C@@H](C)CN(C(C)=O)[C@@H](C)CO2	-0.2	4.2	3.1	3.9	-3.0	-6.5	0.1	0.2
O=S1(=O)CC(N2CCCC2)CN1Cc1ccccc1 (stereo not given)	0.1	-1.1	-5.5	1.6	-2.3	3.0	-8.9	0.2
Cn1c(=O)[nH]c(=O)c2c1nc(N1CCOCC1)n2CCc1ccccc1	.	-0.4	-5.5	14.3	-0.9	-3.2	-2.6	0.0
CC(=O)Nc1ccc(NC(=O)[C@@H](NC(=O)c2cccc(C)c2)C(C)C)cc1	-0.1	1.0	-10.7	4.3	-0.1	-0.1	-4.3	0.2
COc1cc(S(=O)(=O)N2CCC(c3nc4ccccc4s3)CC2)ccc1S(=O)(=O)NC1CCCC1	.	0.9	0.7	10.2	-5.9	-2.3	-2.4	.
Cc1cc([N+](=O)[O-])nn1CCC(=O)Nc1nccs1	.	-0.3	-14.2	-0.4	.	-2.0	0.0	0.0
Cc1c(Cl)cnc(NC(=O)COC(=O)c2cccc(S(=O)(=O)N3CCc4ccccc4C3)c2)c1Cl	-0.3	.	-39.8	-16.6	2.8	4.1	5.9	0.1
O=C(NC1CCCCC1)C1c2ccccc2OCC(=O)N1Cc1ccco1 (stereo not given)	0.6	-0.3	-10.5	9.9	.	0.7	9.6	-0.1
COc1cc2c(cc1OC)-c1nnc(-c3cccs3)n1C(C)(C)C2	0.0	1.3	-62.8	18.7	3.3	-2.5	-1.3	-0.1
CNC[C@H]1Oc2ccc(NC(=O)Nc3ccc(F)cc3)cc2C(=O)N([C@@H](C)CO)C[C@@H]1C	0.3	2.7	-19.9	-8.2	8.4	-3.5	-1.5	0.4
Cc1ccc(-c2csc(N3CCN(c4ccc5nc(-c6ccncc6)n(CCN6CCCCC6)c5c4)CC3)n2)cc1	.	.	15.3	-6.4	-2.0	-21.6	.	.
CNC[C@H]1Oc2c(NS(=O)(=O)c3c(C)noc3C)cccc2C(=O)N([C@@H](C)CO)C[C@H]1C	0.1	0.7	-0.1	4.7	-12.7	0.5	11.6	0.2
N#CCc1ccc(Oc2ncccn2)cc1	.	-0.6	-4.9	5.5	2.2	0.3	-2.5	0.2
O=C(COC(=O)C1CC(=O)N(Cc2ccccc2)C1)Nc1cccc([N+](=O)[O-])c1 (stereo not given)	-0.4	0.0	-12.5	0.2	-14.3	1.1	8.0	0.1

Molecules listed so far with two or more sulfur atoms, in the order listed:
SMILES	E-selectin induc	CFTR F508del cor	RAD52 inh	INS-1E GSIS act	RAD54 branch	Casp6 inh	DENV2 CPE rescue	Xi reactivation
COc1ccccc1-n1c(=S)[nH]c2c(sc(=S)n2-c2ccccc2)c1=O	.	-0.2	-7.7	6.7	.	0.4	8.9	0.0
CCN1CCN(C(=O)C2CCN(S(=O)(=O)c3ccc4c(c3)NC(=O)C(C)S4)CC2)CC1 (stereo not given)	.	-1.3	-3.1	14.3	-11.8	-5.3	-3.8	0.4
COc1ccc(NC(=O)CSc2nnc(Cn3c(=O)sc4ccccc43)n2C)cc1	1.2	2.2	2.5	11.5	5.6	-2.7	-0.6	0.4
COc1cc(S(=O)(=O)N2CCC(c3nc4ccccc4s3)CC2)ccc1S(=O)(=O)NC1CCCC1	.	0.9	0.7	10.2	-5.9	-2.3	-2.4	.

New compounds follow.
SMILES	E-selectin induc	CFTR F508del cor	RAD52 inh	INS-1E GSIS act	RAD54 branch	Casp6 inh	DENV2 CPE rescue	Xi reactivation
CS(=O)(=O)N1CCc2cc(NC(=O)c3ccc(Cl)cc3Cl)ccc21	.	3.4	-7.5	-3.8	.	2.8	-3.5	0.0
O=C(Nc1nnc(COc2ccccc2F)s1)Nc1ccccc1F	.	-1.3	-12.3	.	-3.9	-2.1	?	0.0
COc1ccc([C@@H]2CC(=O)c3c(O)cc(O[C@@H]4O[C@H](CO[C@@H]5O[C@@H](C)[C@H](O)[C@@H](O)[C@H]5O)[C@@H](O)[C@H](O)[C@H]4O)cc3O2)cc1O	0.2	-3.0	2.3	.	-1.8	22.6	0.5	-0.1
CC(C)C(=O)NCCc1nc(-c2ccc(Cl)cc2)no1	0.6	-3.0	-1.6	-1.7	2.8	-2.6	-6.3	0.1
Cc1sc2ncnc(N3CCC(C(=O)Nc4nnc(CC(C)C)s4)CC3)c2c1C	0.1	6.4	-7.9	0.7	-4.9	2.6	1.7	0.0
O=C(CCl)NCCN1C(=O)S/C(=C\c2cccnc2)C1=O	2.8	-5.9	89.9*	-0.4	.	-111.6	-1.6	0.3
Cc1cc(C)nc(SCc2ccc(C(=O)N/N=C/c3ccc(C(=O)O)cc3)cc2)n1	0.9	-0.6	-13.3	1.3	.	1.7	.	-0.1
Cc1ccc(NC(=O)CSCC(=O)OC(C)C(=O)Nc2ccccc2C)cc1 (stereo not given)	-1.1	0.6	-0.6	9.9	-2.4	0.5	13.3	0.2
CO[C@@H]1CN(C)C(=O)c2ccc(NC(=O)c3cc(C)on3)cc2OC[C@H](C)NC[C@H]1C	-0.2	0.9	-9.8	7.5	8.5	.	4.5	0.3
COc1ccc(CCNC(=O)c2cccc3ccccc23)cc1OC	.	2.4	-2.4	14.6	-1.2	2.7	-2.6	0.1
Oc1cccc2c(NC(=S)Nc3ccc(SC(F)F)cc3)cccc12	.	-2.2	-2.6	5.3	.	2.3	0.4	0.1
COc1cccc(NC(=O)N[C@@H]2CC[C@@H](CC(=O)N3CCOCC3)O[C@@H]2CO)c1	-1.2	-0.4	13.5	0.3	-0.7	-1.8	64.1*	0.4
COc1ccc(C2C(C(=O)c3ccc(C)o3)=C(O)C(=O)N2CC2CCCO2)cc1OC (stereo not given)	0.0	1.9	-1.2	-6.0	10.2	2.4	5.5	0.1
CCOc1cc(/C=N/NC(=O)CN2CCCCC2)ccc1O	-0.1	-0.1	4.2	4.5	-0.4	-2.8	0.8	0.0
COc1ccc(C(=O)C2CCCN(C(=O)c3cccnc3OC)C2)cc1F (stereo not given)	.	.	7.0	0.0	-0.8	-2.2	12.3	0.0
Cc1cc(NS(=O)(=O)c2ccc(NC(=O)Cc3cccs3)cc2)no1	.	-0.1	-13.5	36.9	-8.9	9.1	4.5	.
CC(NS(=O)(=O)c1ccc([N+](=O)[O-])cc1)C(=O)NN (stereo not given)	1.6	0.5	-14.8	-19.3	-1.7	3.1	-1.0	0.4
COc1ccc(Nc2cc(C)nc3ncnn23)cc1Cl	0.7	-1.2	-18.1	.	4.2	0.4	-9.8	0.0
COc1ccccc1/C=C/C=N/NC(=O)c1ccncc1	0.0	.	-7.4	-13.4	.	-1.7	11.4	0.0
COCCCNC(=O)c1ccc2c(=O)n(Cc3ccccc3OC)c(=S)[nH]c2c1	0.0	0.8	-1.8	29.7	3.6	-2.3	-0.3	0.0

Some values from the entries so far:
COCC(=O)Nc1ccc2c(c1)C(=O)N(C)C[C@H](OC)[C@@H](C)CN(C(C)=O)[C@@H](C)CO2 – INS-1E GSIS act = 3.9
COc1ccc(NC(=O)CSc2nnc(Cn3c(=O)sc4ccccc43)n2C)cc1 – E-selectin induc = 1.2

Not a hit list; 3.7% or so of the library scored in one or more.
